Tat transport – blocks Tat-dependent protein export in E. coli | E. coli MC4100 TorA-mCherry Tat export, fluorescence | inhibition, % at 10 µM | 340,000 tested, 0.036% active | AID 488895;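 active means mean replicate inhibition at least 50% and at least half of replicates individually reaching 50%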;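 further: exported cargo escapes ClpAP degradation while cytoplasmic cargo is degraded and loses fluorescence; 0% = median of neutral control wells and 100% = median of NaSCN control wells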
HTR5A inv ctr – inverse agonist of human HTR5A in OPRM1-OPRD1 counter-screen; inhibition, % at 9.3 µM; 340,000 tested, 0.083% active; P47898; HTR5A cell line, luminescence, inverse agonism; in the data active means inhibition mostly above about 23%, no sharp cut-off; inactive means mostly below about 18%;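 further: 0% = cells with DMSO and 100% = no-cell wells with DMSO; some compounds called inactive have numbers as strong as hits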
Target sequence (P47898 whole entry, looked up): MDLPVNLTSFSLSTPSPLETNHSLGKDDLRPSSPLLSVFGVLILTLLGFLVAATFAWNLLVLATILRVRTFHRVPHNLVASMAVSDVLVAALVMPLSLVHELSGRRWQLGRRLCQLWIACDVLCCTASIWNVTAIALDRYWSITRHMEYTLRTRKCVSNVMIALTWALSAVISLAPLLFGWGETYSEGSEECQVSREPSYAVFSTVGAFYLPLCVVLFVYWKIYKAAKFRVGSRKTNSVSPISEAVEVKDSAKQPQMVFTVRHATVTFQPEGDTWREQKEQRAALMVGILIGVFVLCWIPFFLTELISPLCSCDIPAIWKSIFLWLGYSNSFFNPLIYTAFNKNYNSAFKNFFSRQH
PKA-R1A act – PKA-R1A complex activation. P00514+P68181. PKA-R1A dissociation, Cy5-IP20 fluorescence polarization; scaled: DMSO 0%, 113 µM cGMP 100%. activation, % at 11.4 µM. 340,000 tested, 0.083% active. AID 504707;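 active means percent activation above the mean of all tested compounds plus 3 SD, cut at about 19% in these data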;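 further: higher means more PKAc released from R1A so a rise in polarization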
HTR5A ag – HTR5A agonism, opioid heterodimer counter-screen; P47898; HTR5A agonist assay, luminescence, cell-based; activation, % at 9.3 µM; 340,000 tested, 0.61% active; in the data active means activation mostly above about 9.5%, no sharp cut-off; inactive means mostly below about 7.6%;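 further: 0% = cells with vehicle only and 100% = reference agonist; strong numbers were not always called active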
AddAB inh – less growth of phage-infected E. coli with AddAB. E. coli expressing H. pylori AddAB, absorbance growth. inhibition, % at 11.9 µM. 330,000 tested, 0.29% active. AID 435030; in the data active means inhibition above about 12%;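 further: 0% = vehicle wells of infected cells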
phage Ecoli inh – E. coli growth loss with phage present; inhibition, % at 11.9 µM; 360,000 tested, 0.26% active; growth absorbance; AID 651602; in the data active means inhibition above about 11%
DAGLB inhibitor – blocks human DAGLB lipase activity | HEK293T DAGLB membrane lysate, EnzChek fluorogenic substrate | Q8NCG7 | AID 504411 | 340,000 tested, 0.059% active | inhibition, % at 5.17 µM; in the data active means inhibition above about 34%;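 further: 0% = enzyme with vehicle and 100% = wells lacking enzyme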
Target sequence (Q8NCG7 whole entry, looked up): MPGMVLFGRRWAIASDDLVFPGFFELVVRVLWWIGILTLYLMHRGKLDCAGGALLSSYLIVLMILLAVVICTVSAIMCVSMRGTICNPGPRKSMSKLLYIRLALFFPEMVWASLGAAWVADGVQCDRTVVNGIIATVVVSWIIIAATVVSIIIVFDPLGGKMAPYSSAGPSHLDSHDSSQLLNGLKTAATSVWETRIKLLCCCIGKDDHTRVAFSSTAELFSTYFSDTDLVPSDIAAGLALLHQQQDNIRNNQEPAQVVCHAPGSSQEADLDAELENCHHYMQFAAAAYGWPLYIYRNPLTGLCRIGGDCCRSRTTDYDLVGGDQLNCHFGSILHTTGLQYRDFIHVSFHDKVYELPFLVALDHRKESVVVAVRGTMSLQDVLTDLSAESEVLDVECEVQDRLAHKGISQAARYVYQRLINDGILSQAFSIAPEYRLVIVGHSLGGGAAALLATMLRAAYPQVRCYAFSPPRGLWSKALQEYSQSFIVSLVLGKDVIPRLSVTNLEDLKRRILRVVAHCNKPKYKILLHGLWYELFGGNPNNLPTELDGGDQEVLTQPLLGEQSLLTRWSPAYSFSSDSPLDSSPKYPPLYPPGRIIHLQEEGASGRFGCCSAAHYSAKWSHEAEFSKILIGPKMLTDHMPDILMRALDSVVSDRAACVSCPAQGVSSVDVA
PKA-R2B activ – activates the human PKA-R2B holoenzyme complex; PKA-R2B holoenzyme dissociation, Cy5-IP20 fluorescence polarization; R2B truncated from residue 108, S112A mutant; 0% DMSO only, 100% 113 µM cGMP; activation, % at 11.4 µM; 340,000 tested, 0.079% active;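 active means activation above a cutoff set at the mean over all compounds plus 3 SD, cut at about 18% in these data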;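 further: higher means more holoenzyme dissociation and a rise in polarization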
Ecoli viability – bacterial growth inhibition, counter-screen for AddAB inhibitors. E. coli V3065 growth, OD600 absorbance, 18 h. 330,000 tested, 0.27% active. inhibition, % at 11.9 µM;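 active means inhibition above the campaign's mean inhibition across all tested compounds plus 3 SD, cut at about 9.9% in these data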;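 further: uninfected addAB+ strain grown without phage in ampicillin broth; 0% = DMSO wells and 100% = ciprofloxacin 0.95 µg/ml wells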
SUMO Mot1 rescue – blocks SUMOylation pathway, rescuing yeast Mot1-301 growth; S. cerevisiae Mot1-301 growth rescue, ATP luminescence, 38.5C; percent above DMSO median, 100 means doubled; growth rescue, % at 18.8 µM; 320,000 tested, 1% active;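 active means every valid replicate shows activation above 250% relative to neutral control wells; inactive means the rest, any valid replicate at or below 250%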;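 further: OY570 slx delta 5 strain wells were the positive control but not used for scaling; some compounds called inactive have numbers as strong as hits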
CDK5 p35 inh – inhibitors of human CDK5/p35 kinase. Q00535+Q15078. 330,000 tested, 0.01% active. inhibition, % at 10 µM. Recombinant CDK5/p35, ADP-Glo luminescence, 60 min;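 active means highest replicate inhibition of at least 50% and at least 75% of replicates reaching 50%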;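 further: plate controls were DMSO neutral control for no effect and GW8510 at 10 µM for full effect; many of its hits are not listed in these tables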
An asterisk follows results filed as active; x = no result given.

Start of the data: the first 2 compounds, ahead of the listing:
SMILES | Tat transport | HTR5A inv ctr | PKA-R1A act | HTR5A ag | AddAB inh | phage Ecoli inh | DAGLB inhibitor | PKA-R2B activ | Ecoli viability | SUMO Mot1 rescue | CDK5 p35 inh
CCCCCCNC(=O)C(C#N)c1nc2ccccc2nc1N1CCOCC1 (stereo not given) | 26 | -31 | -5 | 11 | 3.5 | 2.5 | 0 | 1 | 1.8 | 4 | 3.2
Cc1ccccc1OCCCC(=O)Nc1nccs1 | 4 | -21 | 0 | 5 | 0.9 | 0.3 | 1 | 0 | -0.5 | 9 | -1.2

All compounds of this part, from the first entry:
SMILES | Tat transport | HTR5A inv ctr | PKA-R1A act | HTR5A ag | AddAB inh | phage Ecoli inh | DAGLB inhibitor | PKA-R2B activ | Ecoli viability | SUMO Mot1 rescue | CDK5 p35 inh
CCCCCCNC(=O)C(C#N)c1nc2ccccc2nc1N1CCOCC1 (stereo not given) | 26 | -31 | -5 | 11 | 3.5 | 2.5 | 0 | 1 | 1.8 | 4 | 3.2
Cc1ccccc1OCCCC(=O)Nc1nccs1 | 4 | -21 | 0 | 5 | 0.9 | 0.3 | 1 | 0 | -0.5 | 9 | -1.2
c1ccc(-c2csc3ncnc(N4CCOCC4)c23)cc1 | -4 | -3 | -13 | 1 | 1.0 | 2.9 | -2 | -1 | -0.5 | 0 | 0.3
Cc1ccc(C)c(S(=O)(=O)N2CCCC2CNC(=O)C(=O)NCCc2ccco2)c1 (stereo not given) | 3 | 10 | -10 | 2 | -0.2 | 0.8 | 1 | 2 | -4.2 | 2 | 0.8
Cc1ccc(C(=O)Nc2cccc(N(C)S(C)(=O)=O)c2)cc1S(=O)(=O)Nc1ccccc1 | 0 | 1 | 1 | 8 | 0.1 | 3.1 | 0 | 4 | -1.1 | 2 | -0.2
C[C@@H]1CC=C[C@H]2[C@H]1C(=O)N(Cc1ccccc1)[C@H]2c1ccc(Br)cc1F | -11 | 8 | -9 | 0 | -2.0 | 0.5 | -14 | -3 | -1.5 | -5 | -0.7
O=C(N[C@H]1/C=C\[C@@H](O)CCCC1)OCc1ccccc1 | 2 | 1 | -3 | 0 | 1.4 | 2.2 | -3 | -5 | 2.7 | x | -2.1
CN(c1ccc(C(=O)NCCSC(C)(C)C)cc1)S(=O)(=O)c1ccccc1 | 2 | 8 | -10 | 1 | -0.8 | 2.1 | 1 | 0 | 0.6 | 15 | -0.1
Nn1c(SCC(=O)NC(=O)NCc2ccccc2)nnc1C1CC1 | 6 | 1 | -9 | 0 | 0.8 | 0.3 | 0 | -13 | -2.4 | -5 | -0.4
O=C(Nc1ccc2c(c1)N(S(=O)(=O)c1cccs1)CCC2)c1c(F)cccc1Cl | -9 | 6 | -14 | -2 | 0.3 | 3.7 | -2 | -16 | -0.7 | -3 | 1.7
CC1=Nc2nc(N3CCCCCC3)c(C#N)c3c4c(nc(c23)N1)N(c1ccc2ccccc2c1)C(=O)C4 | -2 | -6 | 16 | 2 | 0.1 | x | 6 | -3 | 0.8 | 258 | 1.0
Cc1cccc(NC(=O)C2CCCN(S(=O)(=O)c3c(C)nn(C)c3C)C2)n1 (stereo not given) | -2 | 2 | 3 | -1 | 6.8 | 0.6 | 0 | 3 | -1.6 | 121 | 0.5
O=C(O)CCC(=O)N1CCc2cc(S(=O)(=O)Nc3ccc4c(c3)OCCO4)ccc21 | -4 | -11 | -4 | 4 | 5.9 | 0.0 | -1 | 4 | -1.8 | -23 | -1.1
CC(C)CCn1c(Oc2ccccc2Cl)nc2c1c(=O)n(C)c(=O)n2C | 15 | 3 | -7 | -1 | -0.1 | 2.6 | -11 | 14 | 0.6 | -10 | -0.5
O=[N+]([O-])c1cccc(S(=O)(=O)NCc2ccncc2)c1 | 5 | -20 | -8 | 7 | 2.1 | 1.7 | 1 | -1 | 0.8 | 9 | 0.0
CCN(CC(=O)Nc1c(F)cccc1F)C(=O)c1cnc(C)cn1 | 0 | -7 | 2 | 3 | 1.5 | -2.0 | 2 | 1 | 3.0 | -9 | 1.1
CC(C)c1onc(C(=O)NC2CCCC2)c1[N+](=O)[O-] | 10 | 3 | -1 | -1 | 1.2 | 5.1 | 0 | -15 | -1.6 | -17 | 0.3
COc1ccc(CC(=O)Oc2ccccc2[N+](=O)[O-])cc1 | -2 | -1 | -12 | 0 | 0.8 | -0.7 | -2 | 5 | -1.2 | -3 | -1.1
Cc1cccn2cc(-c3ccc(S(=O)(=O)N4CCOCC4)cc3)nc12 | -5 | 2 | -3 | -1 | 0.8 | 2.6 | 0 | 2 | -0.9 | -1 | 0.6
CC1(C)NC(=O)N(CC(O)Cn2nnc3ccccc32)C1=O (stereo not given) | 0 | 6 | -2 | -2 | 2.5 | 1.0 | -4 | -9 | 1.8 | 34 | -0.1
Cc1ccc2c(c1)c(N=NC(N)=O)c(O)n2C | 0 | 6 | -1 | -2 | 1.2 | 3.8 | 0 | -2 | -0.7 | -9 | -0.9
O=C(NCc1ccco1)c1sc2cccc(F)c2c1Cl | -4 | -7 | 7 | -2 | 1.4 | x | -9 | 2 | -1.0 | 9 | -1.5
O=C(Cc1ccc([N+](=O)[O-])cc1)N/N=C/c1ccco1 | 1 | 4 | 8 | -1 | 0.7 | 1.5 | -1 | 6 | 1.3 | x | 2.7
Nc1ccc(Oc2ccccc2-c2ccccc2)cc1 | 5 | 9 | -1 | -6 | 1.4 | 3.0 | 0 | -13 | 0.7 | 446* | -1.8
CC(=O)c1ccc(OC(=O)N2CCOCC2)cc1 | 4 | -10 | 1 | 3 | 2.4 | 2.1 | 0 | -2 | 1.1 | -19 | 1.2
COc1cc(CN2CCC(CCC(=O)NC3CC3)CC2)cc(Cl)c1OC | -8 | 2 | -5 | -2 | 1.9 | 0.5 | 0 | 2 | -2.3 | -1 | -0.1
CCC[C@H]1CC(=O)C=C(c2ccc(OC)cc2)ON1C(=O)OC(C)(C)C | 12 | -3 | -4 | 1 | x | 3.1 | -6 | 9 | x | x | 2.4
CCOc1ccc(N(CC(=O)NCCSCc2ccccc2)S(C)(=O)=O)cc1 | 2 | 5 | -5 | -1 | 0.8 | 0.5 | 1 | -1 | 1.5 | 1 | 0.3
Cc1cc(/C=N/NC(=O)c2ccc(O)cc2)c(C)n1C1CC1 | -5 | -10 | -2 | 4 | 2.1 | 5.5 | 1 | -6 | -1.6 | 14 | 0.8
O=C(NNC(=O)c1ccccc1O)c1ccc(Cl)c(S(=O)(=O)N2CCCCC2)c1 | -8 | 14 | -6 | -5 | 5.3 | 4.6 | 5 | 1 | -1.1 | 108 | -3.2
O=C(COC(=O)C1(c2ccccc2)CCCC1)N1CCNC1=O | 1 | 14 | -6 | -5 | 0.3 | 0.6 | -3 | -12 | -0.7 | -10 | 3.5
CCCNC(=O)c1nn2c(C(F)(F)F)cc(-c3ccccc3)nc2c1Br | -8 | 7 | -19 | -2 | 2.8 | 1.5 | -4 | -7 | 0.7 | 4 | -1.4
COc1cccc(-n2c(Cn3nc(C(F)F)cc3C(F)F)n[nH]c2=S)c1 | 5 | 17 | -5 | -5 | 1.8 | 2.2 | -3 | -3 | -0.5 | 11 | -6.8
Cc1cccc(NC(=O)c2cnn(-c3ccccc3)c2C)c1C | -2 | 0 | -13 | 6 | -0.2 | 0.7 | 0 | -8 | 1.1 | 28 | 0.6
CCCCn1c(N)c(N(CCC(C)C)C(=O)CSc2nnc3ccccn23)c(=O)[nH]c1=O | -1 | -8 | -11 | 3 | 3.5 | 2.5 | -1 | 2 | -0.1 | x | 0.1
COc1cc(C2Nc3cc(Cl)c(S(N)(=O)=O)cc3S(=O)(=O)N2)ccc1OCc1ccccc1 (stereo not given) | -5 | -17 | 6 | -3 | 0.5 | 3.4 | -3 | 6 | -1.8 | 3 | 3.5
O=C(Nc1ccccc1Oc1cccnc1)C1CCCN(C/C=C/c2ccc(F)cc2)C1 (stereo not given) | -4 | 11 | 1 | 0 | 1.6 | -2.0 | -3 | -3 | 0.5 | 129 | 1.6
CN1C(=O)SC(Nc2ccc(F)cc2)C1=O (stereo not given) | -7 | 9 | 6 | -2 | -1.1 | 4.0 | 0 | -6 | -1.9 | -1 | 0.3
CCCNS(=O)(=O)c1ccc(CCC(=O)N2CCCC2)cc1 | -2 | -3 | -12 | 1 | 1.0 | 2.8 | -6 | -4 | 3.1 | -11 | 1.3
O=C(c1ccc2c(c1)OCO2)C1CCCN(Cc2cccn2-c2cccnc2)C1 (stereo not given) | -3 | -8 | -5 | 3 | 2.9 | 1.1 | -3 | -2 | -1.5 | 4 | -0.2
C=CCn1cc([N+](=O)[O-])nc1C | 14 | -23 | -15 | 4 | 1.3 | 2.1 | 0 | -14 | -0.4 | 123 | -1.4
CC(C)[C@H](NC(=O)[C@@H]1Cc2ccccc2CN1C(=O)OC(C)(C)C)C(=O)NCc1ccco1 | 5 | 3 | -9 | -5 | 1.5 | -1.1 | 2 | -11 | -1.0 | -15 | -0.3
O=C(c1ccco1)n1nc(-c2ccccc2)nc1NCc1ccco1 | -7 | 1 | 0 | 2 | -0.9 | 2.9 | -5 | 1 | 1.3 | 9 | -0.4
Cc1cccn2c(=O)c(C=O)c(Sc3ncccn3)nc12 | -8 | 12 | -12 | -5 | 4.7 | 2.1 | 1 | -1 | 1.9 | -14 | -1.9
COc1ccc(C(CNC(=O)c2ccc(C)c(S(=O)(=O)N3CCCCC3)c2)N(C)C)cc1OC (stereo not given) | 0 | 12 | -11 | 0 | -0.3 | -1.1 | -1 | -11 | -2.0 | 1 | -0.7
Nc1nc(SCC(=O)c2c(N)n(Cc3ccccc3)c(=O)[nH]c2=O)n[nH]1 | 3 | 9 | -13 | -3 | -1.5 | 0.6 | 2 | -17 | 0.5 | -26 | 1.2
O=C(CSc1nnc(-c2ccncc2)o1)N1CCc2ccccc2C1 | 1 | -5 | 4 | 2 | 0.0 | 2.5 | 1 | -5 | 0.2 | 17 | 0.5
CCOC(=O)Nc1ccc(NC(=O)c2ccccc2F)cc1 | 3 | -22 | -8 | -1 | 2.3 | 6.8 | -2 | -5 | -2.9 | 2 | 0.3
CCN(CCNC(=O)C1CCN(S(=O)(=O)CC)CC1)c1ccccc1 | -9 | -12 | 0 | 5 | 1.9 | 0.9 | 1 | 4 | -0.3 | 78 | 0.4
CC12C(=O)N(c3cccc4cccnc34)C(=O)C1C1C=CC2C1 (stereo not given) | -21 | 6 | 6 | -2 | 3.0 | 2.0 | -5 | 2 | 2.7 | 22 | -0.5
NC(=O)c1ccccc1NC(=O)CN1CCN(Cc2ccccc2)CC1 | -6 | -8 | 6 | 2 | 2.9 | 0.9 | -2 | -6 | 0.2 | 1 | -0.7
O=C(NC1CC1)C1CCC(=O)N1C1CCCC1 (stereo not given) | -1 | -2 | -1 | -3 | 3.4 | 1.5 | -1 | -5 | 0.4 | -20 | -1.1
Cc1cccc(NC(=S)NCc2ccccc2)c1C | 1 | 16 | -7 | -4 | -0.4 | 1.8 | -2 | 1 | -1.3 | 17 | 2.5
CCOc1ccc(/C=C2\SC(=S)N(CCC(=O)Nc3cccc(C(=O)O)c3)C2=O)cc1 | -4 | -21 | 5 | 6 | -0.9 | 2.4 | 3 | -1 | 1.1 | -3 | -1.9

Screening results: PubChem, several laboratories
